VLA-4 inh: inhibition in human VLA-4 binding assay, primary screen, VLA-4 allosteric modulator project, MLPCN library, flow cytometry, VLA-4 expressing cells; Integrin alpha-4 (Homo sapiens), P13612; ligand binding flow cytometry; inhibition, % (about 7 µM as worked out from the volumes in the protocol); 330,000 compounds, 0.2% hits; AID 2557, 2010; in the data active means inhibition above about 50%
procasp3 activ: activators of human procaspase-3 D3A mutant, primary screen, biochemical, absorbance, PC-3 D3A mutant, single concentration. recombinant procaspase-3 D3A, Ac-DEVD-pNA absorbance 405 nm. activation, % at 8.5 µM. 330,000 compounds, 0.11% hits;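 active means activation above the mean of all tested compounds plus 3 SD, cut at about 21% in these data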;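 further: 0% = DMSO alone and 100% = DMSO wells spiked with extra 5 µM PC-3 D3A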
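Technique: 405 nm absorbance of p-nitroaniline, reads at 0 and 120 min; Test system: Procaspase-3 D3A mutant; Incubation: 1 h enzyme-compound preincubation, then 2 h substrate reaction, 25 °C; Repeats: singlicate, each compound tested once; Benchmarks: low control DMSO wells, high control DMSO plus 5 µM PC-3 D3A.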
GRK2 inh: compounds blocking aptamer binding on GRK2 – biochemical, human GRK2, bead flow cytometry, HTS, primary screen | 330,000 compounds, 0.59% hits | FAM-aptamer displacement from GRK2 | inhibition of aptamer binding, % at 10 µM;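 active means inhibition of aptamer binding above 40%, roughly 3 SD of noise, on plates passing a quality check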;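 further: median bead fluorescence of bound FAM aptamer so fluorescent compounds give negative values; no value below 0 was filed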
PP5 inh: PP5 phosphatase inhibitors, primary screen, biochemical, fluorescence; inhibition, % at 6.7 µM; Serine/threonine-protein phosphatase 5 (Homo sapiens), P53041; purified PP5c, OMFP substrate fluorescence; 320,000 compounds, 0.18% hits;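 active means inhibition above the campaign's mean inhibition across all tested compounds plus 3 SD, cut at about 9.5% in these data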;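 further: 0% = DMSO only and 100% = 100 µM cantharidin control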
Target sequence (P53041 whole entry, looked up): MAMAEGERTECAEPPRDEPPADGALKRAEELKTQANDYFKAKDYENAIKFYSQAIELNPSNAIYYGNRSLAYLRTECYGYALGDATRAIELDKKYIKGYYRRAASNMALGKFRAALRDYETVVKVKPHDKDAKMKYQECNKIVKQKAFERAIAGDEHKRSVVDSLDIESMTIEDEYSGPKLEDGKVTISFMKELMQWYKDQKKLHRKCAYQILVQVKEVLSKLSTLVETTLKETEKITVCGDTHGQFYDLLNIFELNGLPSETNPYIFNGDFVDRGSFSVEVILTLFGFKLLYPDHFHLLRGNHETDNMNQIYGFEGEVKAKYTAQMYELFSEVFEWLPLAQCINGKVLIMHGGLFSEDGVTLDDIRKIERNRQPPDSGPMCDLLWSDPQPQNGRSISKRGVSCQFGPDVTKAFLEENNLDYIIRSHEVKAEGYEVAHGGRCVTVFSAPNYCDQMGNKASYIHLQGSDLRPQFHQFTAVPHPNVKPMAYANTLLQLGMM
Fh CTSL1 inh: Fasciola hepatica cathepsin L1 inhibitors, primary screen, counter-screen for PFM18AAP inhibitor project, biochemical, QFRET, fluorogenic peptide substrate | inhibition, % at 5.96 µM | recombinant F. hepatica cathepsin L1, Z-Leu-Arg-MCA fluorescence | 300,000 compounds, 0.49% hits;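 active means inhibition above the mean of all tested compounds plus 3 SD, set per screening campaign, cut at about 17% in these data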;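 further: 0% = plate median of test compound wells and 100% = 1 µM Z-Phe-Ala-diazomethylketone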
proCasp7 act: procaspase-7 activators, primary screen, counter-screen for procaspase-3 activator project, biochemical, absorbance, HTS, human | activation, % at 8.5 µM | recombinant procaspase-7, Ac-DEVD-pNA absorbance 405 nm; D23A/D198A/D206A triple mutant, cannot self-cleave; scale: DMSO 0, 5 µM enzyme 100 | 330,000 compounds, 0.093% hits | Caspase-7 (Homo sapiens), P55210;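 active means percent activation above the screen-wide mean plus 3 SD, cut at about 25% in these data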
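Detection: p-Nitroaniline absorbance at 405 nm, read at 0 and 120 min; system: Uncleavable procaspase-7 mutant enzyme; evaluation: % activation from two-timepoint absorbance difference, scaled to controls; times: 1 h enzyme–compound preincubation and 2 h substrate reaction, both 25 °C; buffer or medium: Zinc-free HEPES pH 7.4 with 300 mM NaCl, 0.01% Triton X-100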
GASC-1 inh: inhibitors of GASC-1 histone demethylase, primary screen, biochemical, fluorescence, DELFIA europium; GST-JMJD2C(1-420) H3K9me3 demethylation; inhibition, % at 2.35 µM; 330,000 compounds, 0.069% hits;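 active means more than half of a compound's replicate wells show inhibition beyond 50%, single wells judged on their own value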;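 further: signal counts dimethyl H3K9 product captured on neutravidin plate; 0% = median of DMSO wells and 100% = 0.3 times that DMSO median; strong numbers were not always called active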
Target sequence (Q9H3R0 1-420 limits assumed): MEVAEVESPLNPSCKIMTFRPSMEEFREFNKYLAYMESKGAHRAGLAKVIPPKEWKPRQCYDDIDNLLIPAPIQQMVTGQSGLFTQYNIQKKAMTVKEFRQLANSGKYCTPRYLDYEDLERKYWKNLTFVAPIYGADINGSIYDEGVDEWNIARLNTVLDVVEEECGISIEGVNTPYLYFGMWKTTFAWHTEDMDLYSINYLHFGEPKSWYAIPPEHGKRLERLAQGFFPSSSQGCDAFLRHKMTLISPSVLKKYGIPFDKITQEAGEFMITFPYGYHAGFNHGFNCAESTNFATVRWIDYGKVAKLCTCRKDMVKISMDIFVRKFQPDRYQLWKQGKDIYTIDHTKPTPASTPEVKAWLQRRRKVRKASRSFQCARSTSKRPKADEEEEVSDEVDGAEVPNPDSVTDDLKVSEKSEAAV
core dimer inh: inhibitors of HCV core protein dimerization, primary screen, biochemical, TR-FRET, high-throughput | TR-FRET GST/Flag-core106 dimerization, 1536-well | inhibition, % at 5 µM | 300,000 compounds, 0.33% hits | AID 1899, 2009;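 active means inhibition above the mean of all tested compounds plus 3 SD, set per screening campaign, cut at about 45% in these data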
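Material: Tagged HCV core106 pair (GST and Flag) | Amount: GST-core106 13.5 nM, Flag-core106 17 nM | Medium: KF-containing HEPES buffer, pH 7.45, DTT, CHAPS, BSA | Reagent: Eu donor and XL665 acceptor anti-tag antibodies | Schedule: 4 h at 22.5 °C | Technique: Time-resolved FRET, ex 340 nm, em 617 and 671 nm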
PP1 counter: PP1-alpha phosphatase inhibitors, primary screen, counter-screen for PP5 inhibitor project, biochemical, fluorescence, OMFP substrate, single point; AID 2235, 2010; inhibition, % at 6.7 µM; purified PP1alpha; 320,000 compounds, 0.9% hits; Serine/threonine-protein phosphatase PP1-alpha catalytic subunit (Homo sapiens), P62136;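 active means inhibition above the mean inhibition of all tested compounds plus 3 SD, computed separately for each screening campaign, cut at about 15% in these data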
The depositor's hits bear a star; nt = not tested or not shown.

Compound	Fh CTSL1 inh	proCasp7 act	core dimer inh	PP1 counter	PP5 inh	GASC-1 inh	VLA-4 inh	GRK2 inh	procasp3 activ
COc1ccc(N/C(C)=C2/C(=O)C(=O)N(CCO)C2c2ccc([N+](=O)[O-])cc2)cc1 (configuration not stated)	2.5	9.3	0.6	-0.6	2.7	-0.4	4.8	1.0	-8.7
COC(=O)CCC(=O)OC1(C)C(=O)C=C2C=C(C3CC3)N(CCc3ccccn3)C=C2C1=O (configuration not stated)	1.8	-8.9	-11.4	1.5	11.3*	5.6	8.7	2.0	-3.1
CCOC(=O)C1=C(C)Nc2nc(C)nn2C1c1ccc(OC)c(OC)c1 (configuration not stated)	0.3	-7.5	-1.4	-0.8	3.1	6.8	-12.4	0.0	1.9
Cc1cccc(OCC(=O)Nc2ccccc2N2CCN(C)CC2)c1	2.7	11.2	0.1	-1.6	0.6	-7.1	9.8	0.0	-9.0
CCC(=O)Nc1ccc(/C(C)=N\NC(=O)c2ccc(C)s2)cc1	0.7	-5.1	-3.2	0.6	2.4	-5.2	2.4	0.0	5.5
N#CCCN(C(=S)NC(=O)C1CCCCC1)c1ccccc1F	nt	-4.3	nt	nt	nt	6.5	-5.8	2.0	-7.0
Cc1ccc(NC(=O)CN(C)C(=O)CCC(=O)N2CCOCC2)cc1	-0.6	16.0	-0.3	-5.0	-0.7	2.4	8.4	4.0	5.2
COc1ccc(NC(=O)CCN2C(=O)C3CC=C(Cl)CC3C2=O)cc1 (configuration not stated)	2.5	9.1	-4.1	-1.6	0.2	0.3	2.0	1.0	5.3
COC(=O)C1=C(C(C)=O)C(c2ccc(C(=O)OC)cc2)n2nnnc2N1 (configuration not stated)	9.4	5.1	-0.4	2.3	-5.8	-5.4	-7.3	0.0	-5.4
O=C(CNc1cccc(S(=O)(=O)N2CCCC2)c1)Nc1cccc(F)c1	2.0	2.8	-6.8	-6.8	1.8	-0.3	-0.1	1.0	1.2
CCCCN1C(=O)c2ccc(C(=O)Nc3cccc(C)c3C)cc2C1=O	4.1	-0.1	-1.0	-3.0	1.1	-1.1	18.3	3.0	3.1
O=C(Nc1ccc2oc(-c3ccc(F)cc3)nc2c1)c1ccccc1F	5.0	1.4	5.0	3.2	2.9	0.2	1.2	2.0	9.5
C=CCNc1nc(Nc2ccc([N+](=O)[O-])cc2)nc(OCC)n1	4.1	-6.2	0.6	1.3	-0.3	-1.1	-16.8	3.0	-0.6
Cc1ccc(C(=O)/C=C\NCc2ccccc2)cc1	3.1	8.8	3.9	1.4	4.0	-4.4	12.3	0.0	3.2
COc1cccc(CNC(=S)Nc2cc(C)ccc2C)c1	-1.1	0.8	2.6	-4.1	-0.3	1.8	5.8	2.0	-2.2
CCOC(=O)N1CCN(c2cc(=O)n(-c3ccccc3Cl)c(=O)[nH]2)CC1	-3.1	5.6	-1.6	-1.4	2.3	2.3	32.4	0.0	5.4

Of the compounds above, these have a Cl atom.
Compound	Fh CTSL1 inh	proCasp7 act	core dimer inh	PP1 counter	PP5 inh	GASC-1 inh	VLA-4 inh	GRK2 inh	procasp3 activ
COc1ccc(NC(=O)CCN2C(=O)C3CC=C(Cl)CC3C2=O)cc1 (configuration not stated)	2.5	9.1	-4.1	-1.6	0.2	0.3	2.0	1.0	5.3
CCOC(=O)N1CCN(c2cc(=O)n(-c3ccccc3Cl)c(=O)[nH]2)CC1	-3.1	5.6	-1.6	-1.4	2.3	2.3	32.4	0.0	5.4

Additional compounds.
Compound	Fh CTSL1 inh	proCasp7 act	core dimer inh	PP1 counter	PP5 inh	GASC-1 inh	VLA-4 inh	GRK2 inh	procasp3 activ
CCS(=O)(=O)C1=NSC2=NC(=O)/C(=C\c3cc(C)n(-c4cccc(OC)c4)c3C)C(=N)N21	-3.2	5.8	11.2	-1.7	1.1	-10.7	-0.7	0.0	-2.0
CCCCCCCC(=O)OC(CN1CCCCCC1)CN1CCCC1=O (configuration not stated)	2.0	10.3	-2.2	-1.8	-0.4	-3.0	13.9	1.0	13.2
CN(CCN1CCOCC1)C(=O)CC1C(=O)NCCN1Cc1ccccc1F (configuration not stated)	-0.9	9.5	1.9	-3.5	2.9	-3.4	-3.3	2.0	3.5
COc1ccccc1N(CC(=O)NCC1CCCO1)C(=O)CNS(=O)(=O)c1ccccc1 (configuration not stated)	0.2	-2.9	-1.3	-1.8	-0.9	-3.4	2.1	1.0	4.7
CC(=O)c1ccc(OCc2ccc(Oc3c(Cl)cccc3[N+](=O)[O-])cc2)cc1	-1.9	-10.9	3.3	-3.6	0.1	10.6	-5.9	2.0	-2.0
O=C(c1ccc(-n2cccc2)cc1)N1CCN(Cc2ccccc2)CC1	-3.8	0.6	13.1	3.7	2.5	2.7	-5.7	0.0	3.7
CC(=O)c1ccc(Nc2c([N+](=O)[O-])ccc3nonc23)cc1	-0.5	15.2	-3.9	0.9	-1.7	38.1	9.9	4.0	13.6
Cc1ccc(NCC(=O)N/N=C/c2ccc(-c3cccc(C(F)(F)F)c3)o2)cc1	3.1	15.6	2.1	0.9	2.1	0.7	1.5	1.0	-0.8

Marked active in PP5 inh (from the list above):
SMILES | core dimer inh | PP5 inh | GASC-1 inh | VLA-4 inh | GRK2 inh | procasp3 activ
COC(=O)CCC(=O)OC1(C)C(=O)C=C2C=C(C3CC3)N(CCc3ccccn3)C=C2C1=O (configuration not stated) | -11.4 | 11.3* | 5.6 | 8.7 | 2.0 | -3.1

The list goes on:
Compound	Fh CTSL1 inh	proCasp7 act	core dimer inh	PP1 counter	PP5 inh	GASC-1 inh	VLA-4 inh	GRK2 inh	procasp3 activ
COc1ccc(NC(=O)CN(C)C(=O)c2cc(-c3ccco3)nc3ccccc23)cc1	-3.4	-8.8	60.6*	4.5	0.5	5.5	0.1	76.0*	5.1
CCOc1ccc(OCCn2ccnc2)cc1	-2.2	-8.4	-12.8	-2.0	1.1	1.0	-16.6	2.0	6.0
CCOC(CNC(=O)c1ccc(CNC(=O)c2ccc(OC)c(OC)c2)cc1)OCC	4.7	-0.3	-5.8	-0.8	-1.0	16.0	-0.1	0.0	5.0
O=C(CCN1C(=O)C2CC=C(Cl)CC2C1=O)N1CCCCC1 (configuration not stated)	6.7	13.6	-4.2	-0.2	-1.5	4.5	6.5	3.0	4.0
CCc1cc(=O)oc2cc(OCC(=O)NC3CC(C)(C)NC(C)(C)C3)ccc12	-0.9	10.5	-0.9	-3.8	1.5	10.6	7.6	1.0	3.0
COC(=O)CN(C#N)c1nc(OC)nc(N(C)C)n1	39.9*	16.0	-0.3	-3.3	0.8	-0.5	24.3	0.0	-9.9
Cc1ccc(S(=O)(=O)Nc2ccc(-c3cn4ccc(C)cc4n3)cc2)cc1	-0.9	5.3	14.6	-4.9	4.7	5.0	1.2	17.0	11.1
COc1ccc(C(=O)c2c(C(F)(F)F)oc3c2C(=O)c2ccccc2C3=O)cc1	27.7*	-22.7	34.0	0.6	4.0	-24.1	16.7	0.0	-12.0
Nc1nnc(SCC(=O)N2CCN(c3ccccc3)CC2)s1	-0.7	-11.5	-1.0	-1.6	-0.7	11.1	-2.4	3.0	-0.9
N/C(=N\OC(=O)c1ccc(=O)n(Cc2ccc(Cl)cc2)c1)c1ccccn1	1.0	-3.0	-2.5	-0.1	0.8	-17.9	11.4	0.0	-1.1
CC(=O)Oc1ccc(-c2cccc(C(=O)Oc3ccccc3)c2)cc1	-16.5	3.3	3.2	-0.2	1.5	-3.9	3.9	0.0	4.0
CC12CCC(=O)N1C(C(=O)O)Cc1c2[nH]c2ccccc12 (configuration not stated)	-3.9	1.3	0.6	-2.1	-0.1	10.9	2.4	4.0	-0.8
Cn1nc(C(C)(C)C)cc1C(=O)NCc1ccc2c(c1)OCO2	4.3	2.6	1.9	-0.6	1.9	1.2	-2.3	nt	15.2
COc1cccc(C2=NOC(C(=O)N3CCc4ccccc4C3)C2)c1 (configuration not stated)	-0.5	5.3	7.5	-3.2	4.1	-16.5	10.3	3.0	4.3
O=C(/C=C/c1ccccc1)NC(=S)Nc1ccccc1	0.9	1.7	12.9	-1.1	1.9	-3.6	10.9	0.0	-2.0
O=C(Nc1cc(S(=O)(=O)N2CCCCCC2)ccc1OCC(F)(F)F)c1cnccn1	nt	1.1	nt	2.8	2.2	-8.5	16.0	0.0	12.4
COc1cccc(NC(=O)CN2CCCCCC2)c1	-0.5	2.8	-2.7	-1.3	0.4	11.7	4.1	0.0	6.7
CCN(CC)CC(O)Cn1c(-c2cccc(Cl)c2)nc2cc(C)c(C)cc21 (configuration not stated)	-1.8	5.6	0.3	-1.8	-1.4	-4.9	-4.4	nt	3.3
Cc1ccc(N)c([N+](=O)[O-])c1	nt	2.6	nt	0.0	1.9	0.0	2.6	0.0	3.9
Nc1ccc(-n2nncc2-c2ccc(Cl)cc2)cc1	1.9	-1.5	0.8	0.2	4.3	2.1	-0.7	0.0	10.0
O=C(NCCCN1CCOCC1)c1ccc2c(c1)N(Cc1ccccc1F)C(=O)c1ccccc1S2=O (configuration not stated)	-3.2	-4.1	10.4	-6.4	0.9	0.8	13.7	1.0	11.6
